TMEM16A inh – inhibitors of mouse TMEM16A calcium-activated chloride channel. Q8BHY3. HEK293 TMEM16A/YFP iodide influx fluorescence, ionomycin. normalized B-score (activity score, 25-100; higher = stronger inhibition) at 10 µM. 310,000 tested, 1.2% active. AID 588511;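 active means ratio plate-corrected score three or more library SD toward inhibition, starting fluorescence score within five deviations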;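 further: score derived from kinetic fluorescence span divided by baseline fluorescence per well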
RGS4 pot – potentiators or activators of RGS4; B-score at 10 µM; 310,000 tested, 0.92% active; HEK293 M3R/inducible RGS4, carbachol calcium flux Fluo4; hits give low values;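 active means B-score of the integrated calcium signal more than 4 SD below the library mean, with starting fluorescence not abnormally high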;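 further: negative B-score means reduced calcium response which marks RGS4 activation or potentiation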
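System – HEK293 FlpIn-TREx cells, stable M3R, doxycycline-inducible RGS4 · Reagent – ECmax carbachol challenge · Times – compound preincubation 20 min at room temperature before agonist · Technique – Fluo4 fluorescence kinetic imaging of calcium · Measure – B score of integrated Fluo4 ratio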
KCNQ1 pot – human KCNQ1 channel potentiation or activation; CHO-K1 KCNQ1, thallium flux FluxOR fluorescence; hits give high values; B-score at 10 µM; 310,000 tested, 0.35% active;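 active means fluorescence ratio B-score, a plate-corrected score, at least three library SD, with initial intensity B-score within 5 SD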
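System: Stable KCNQ1 CHO-K1 line | Incubation: 90 min dye loading and 20 min compound exposure, both at room temperature | Measure: Ratio B score | Medium: Assay buffer for compound exposure, DMSO matched across wells | Compound dosing: Single-concentration screen | Probe or stimulus: K+/Tl+ depolarizing stimulus | Measured by: Kinetic FluxOR fluorescence, 10 s baseline plus 110 s post-stimulus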
HDAC3 inh – blocks human histone deacetylase 3; O15379; recombinant HDAC3, fluorogenic peptide/trypsin coupled, fluorescence; inhibition, % at 8.3 µM; 320,000 tested, 0.15% active; in the data active means inhibition above about 26%, passing the limit was not always enough
Target sequence (O15379 whole entry, looked up): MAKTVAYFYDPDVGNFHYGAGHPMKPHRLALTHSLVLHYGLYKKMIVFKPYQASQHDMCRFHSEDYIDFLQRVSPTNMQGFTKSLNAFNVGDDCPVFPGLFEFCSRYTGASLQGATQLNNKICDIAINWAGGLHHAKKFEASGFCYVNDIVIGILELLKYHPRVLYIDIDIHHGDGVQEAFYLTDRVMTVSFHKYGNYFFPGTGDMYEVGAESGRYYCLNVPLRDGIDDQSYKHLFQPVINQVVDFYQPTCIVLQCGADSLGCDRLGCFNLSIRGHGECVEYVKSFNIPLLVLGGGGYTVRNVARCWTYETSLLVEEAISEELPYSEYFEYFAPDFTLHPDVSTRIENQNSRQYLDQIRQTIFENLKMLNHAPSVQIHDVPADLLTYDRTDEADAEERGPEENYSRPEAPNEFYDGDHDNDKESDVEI
ANO1 activ – mouse TMEM16A channel activation, primary screen | 340,000 tested, 0.3% active | B-score at 10 µM | Q8BHY3 | HEK293 TMEM16A/YFP-H148Q/I152L, iodide quench fluorescence; hits give low values | AID 623877;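 active means fluorescence-ratio B-score plate-corrected deviation score at least 3 library SD below zero, with starting fluorescence score within 5 deviations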;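 further: channel opened by trigger with iodide after compound preincubation; score built on the fluorescence ratio of max minus min over baseline; more negative score means more quench and so TMEM16A activation or potentiation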
RGS4 block – human RGS4 inhibition; P49798; 310,000 tested, 0.45% active; HEK293 M3R/RGS4 inducible, Fluo-4 calcium flux; hits give high values; triggered by carbachol at its EC20; B-score at 10 µM;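 active means B-score, a plate-corrected calcium signal, over three deviations above library mean, with baseline fluorescence within five deviations of library mean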;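 further: RGS4 expression induced by doxycycline in cells with stable M3 receptor; B-score is computed from the integrated fluorescence ratio over baseline after carbachol; higher B-score means a larger calcium signal and so more RGS4 inhibition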
Target sequence (P49798 whole entry, looked up): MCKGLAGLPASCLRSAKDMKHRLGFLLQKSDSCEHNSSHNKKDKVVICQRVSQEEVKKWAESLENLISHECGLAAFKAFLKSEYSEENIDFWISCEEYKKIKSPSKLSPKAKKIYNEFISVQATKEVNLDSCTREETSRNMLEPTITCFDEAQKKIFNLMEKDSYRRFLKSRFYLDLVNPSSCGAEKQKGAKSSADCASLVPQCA
hERG rescue – compounds protecting human hERG from proarrhythmic drug block | Q12809 | activation (rescue from dofetilide block), less the hit threshold, % at 10 µM | 310,000 tested, 0.51% active | AID 1511 | CHO-hERG, FluxOR thallium flux, dofetilide IC70 present;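 active means activation above the mean of controls blocked by dofetilide plus 5 SD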;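 further: thallium influx through hERG after potassium depolarization seen as dye fluorescence rise; in these data hits start at about 4.7%; inactives centre near -7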
KCNQ1 block – human KCNQ1 channel inhibition; P51787; CHO-K1 KCNQ1, FluxOR thallium flux fluorescence; hits give high values; B-score at 10 µM; 310,000 tested, 1.3% active; AID 2642;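 active means compounds whose thallium flux B-score, printed positive for inhibition, exceeds three library SD while starting fluorescence stays within three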;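 further: channel opened by potassium depolarization with thallium stimulus after 20 min compound exposure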
KCNK9 block – human KCNK9 channel inhibition; Q9NPC2; HEK293 KCNK9, FluxOR thallium flux fluorescence; hits give low values; B-score at 10 µM; 310,000 tested, 1.2% active; AID 488922;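 active means ratio B-score over 3 SD below the library mean, with starting fluorescence within 5 SD of its mean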;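 further: negative B-score means less thallium flux so channel inhibition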
SKKanGAS inh – SKKanGAS growth inhibition; S. pyogenes SKKanGAS, kanamycin growth, BacTiter-Glo, 6 h; inhibition, % at 7.5 µM; 300,000 tested, 1.3% active; AID 1662;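 active means mean replicate score, as percent of positive control median, at least 50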;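 further: strain carries kanamycin resistance gene driven by streptokinase promoter and grows in 40 µg/ml kanamycin; loss of luminescence reflects streptokinase promoter inhibition or plain growth inhibition; 0% = median of DMSO wells and 100% = positive control at its reference dose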
KCNK3 block – human KCNK3 channel inhibition, primary screen; CHO-KCNK3 thallium flux, FluxOR fluorescence; hits give low values; B-score at 10 µM; 340,000 tested, 0.84% active; AID 602410;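 active means B-score under library mean minus 4 SD, starting fluorescence ratio at most library mean plus 5 SD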;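 further: more negative B-score means stronger inhibition of thallium flux through KCNK3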
Target sequence (O14649 whole entry, looked up): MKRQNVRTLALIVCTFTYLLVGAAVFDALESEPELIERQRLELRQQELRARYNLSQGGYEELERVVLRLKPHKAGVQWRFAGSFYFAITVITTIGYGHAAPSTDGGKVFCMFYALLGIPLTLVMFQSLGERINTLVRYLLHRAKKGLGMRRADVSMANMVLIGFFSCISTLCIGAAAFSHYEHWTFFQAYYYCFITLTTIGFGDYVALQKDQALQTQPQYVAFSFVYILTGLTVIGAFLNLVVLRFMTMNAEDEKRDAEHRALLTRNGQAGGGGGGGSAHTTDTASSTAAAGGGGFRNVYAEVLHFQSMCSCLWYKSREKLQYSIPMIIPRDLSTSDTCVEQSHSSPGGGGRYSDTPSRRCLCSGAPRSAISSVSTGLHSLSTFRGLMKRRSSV
The depositor's hits bear a star; i = inactive; / = not tested or not shown. Outcome played no part in choosing rows (roughly 6.3% active in at least one column).

SMILES | TMEM16A inh | RGS4 pot | KCNQ1 pot | HDAC3 inh | ANO1 activ | RGS4 block | hERG rescue | KCNQ1 block | KCNK9 block | SKKanGAS inh | KCNK3 block
CCCNC(=O)Cn1c(=O)cnc2ccccc21 | i | i | i | -6.9 | i | i | -5.3 | i | i | -4.9 | i
Cc1ccccc1C(=O)NC(=S)Nc1ccc(Cc2ccncc2)cc1 | i | i | i | 11.2 | i | i | -6.9 | i | i | -17.6 | i
Cn1ncc(N=Cc2ccccc2O)c1C(=O)N1CCOCC1 | i | i | i | 5.6 | i | i | -5.2 | i | i | -3.1 | i
COc1ccc(-c2ccc(OC)cc2C(=O)O)cc1 | i | i | i | 1.0 | i | i | -13.0 | i | i | -5.4 | i
O=C(O)c1ccc(-c2ccc(-c3ccccc3)cc2)s1 | i | i | i | -13.0 | i | i | -7.8 | i | i | 10.0 | i
Cc1cccc(C)c1NC(=O)CN(C)C(=O)CC1OC(=O)c2ccccc21 (stereo not given) | i | i | i | / | i | i | -13.7 | i | i | 1.4 | i
CCNc1nc(N2CCOCC2)nc(N(c2ccccc2)c2ccccc2)n1 | i | i | i | -9.6 | / | i | -9.1 | i | i | 1.1 | i
CCS(=O)(=O)N1Cc2ccccc2CC1C(=O)Nc1cccc(C)c1 (stereo not given) | i | i | i | 2.0 | i | i | -2.7 | i | i | 2.5 | i
CC(C)(C)C(=O)Nc1ccc(S(=O)(=O)Nc2ccccn2)cc1 | i | i | i | 0.6 | i | i | -3.8 | i | i | -7.6 | i
CC(=O)Nc1c(C(=O)N2CCCCCC2)cnn1-c1ccccc1Cl | i | i | i | -6.2 | i | i | -14.1 | i | i | -7.8 | i
O=C(Nc1ccccc1)c1ccccc1OCC(O)CN1C(=O)c2ccccc2S1(=O)=O (stereo not given) | 100* | i | i | 6.6 | i | i | -15.6 | i | i | 4.8 | i
CC(C)(C)NC(=O)NC(=O)COC(=O)C1=COCCO1 | i | i | i | -4.0 | i | i | -5.2 | i | i | -0.2 | i
O=C(CCS(=O)(=O)c1ccccc1)Nc1nccs1 | i | i | i | 5.0 | i | i | -5.3 | i | i | 3.3 | i
CSc1ccccc1OCc1cc(C(=O)NCCn2nc(C)cc2C)no1 | i | i | i | -4.7 | i | i | -18.6 | i | i | 2.7 | i
CCOc1ccc(OCC)c(NC(=O)Cn2c(C)nc3ccccc3c2=O)c1 | i | i | i | 2.7 | i | i | -4.3 | i | i | -1.8 | i
NCCCC[C@@H]1NC(=O)c2cc([N+](=O)[O-])cc(F)c2NCCCC[C@@H](C(N)=O)NC(=O)CNC1=O | i | i | i | 1.9 | i | i | -8.9 | i | i | 8.9 | i
Nc1nonc1-n1nnc(C(=O)N/N=C/c2ccccc2Br)c1CN1CCCC1 | i | i | i | 3.5 | i | i | -2.1 | i | i | 1.0 | i
COc1ccccc1C(=O)Nc1ccncc1 | i | i | i | 4.1 | i | i | -5.1 | i | i | 6.5 | i
Cc1nc(NC2CCCCC2)c2nnn(Cc3ccccc3Cl)c2n1 | i | i | i | -1.1 | i | i | -7.9 | i | i | 19.9 | i
O=[N+]([O-])c1ccc2[nH]nc(-c3ccccc3)c2c1 | i | i | i | 1.3 | i | i | -5.2 | i | i | -15.8 | i
CC(O)c1nc2ccc(C(=O)O)cc2[nH]1 (stereo not given) | i | i | i | 0.3 | i | i | -13.6 | i | i | -4.0 | i
O=C(O)C(Cc1ccccc1)n1cnnn1 (stereo not given) | i | i | i | -0.4 | i | i | -1.6 | i | i | 3.4 | i
CC1=CC2=NC(=O)/C(=C/c3coc4ccc(Cl)cc4c3=O)C(=N)N2O1 | i | -7.12* | i | 5.8 | i | i | -13.1 | 10* | i | 18.0 | -9.21*
CCn1c(=O)c(CCC(=O)N2CCN(c3ccccn3)CC2)c(C)c2c(C)nn(-c3ccccc3)c21 | i | i | i | -8.1 | i | i | -10.3 | 7* | i | 34.8 | i
O=C(O)CSc1nc2c(cnn2-c2ccccc2)c(=O)n1-c1ccc(Br)cc1 | i | i | i | 5.6 | i | i | -4.6 | i | i | 12.7 | i
Cc1ccc(C23CC4CC(CC(C(=O)NC(C(=O)O)C(C)C)(C4)C2)C3)cc1 (stereo not given) | i | i | i | 0.2 | i | i | -3.8 | i | i | -2.9 | i
COc1ccc(CN2C(=O)c3cccnc3C2=O)cc1S(=O)(=O)NC(C)C | i | i | i | 2.8 | i | i | 2.4 | i | i | -1.0 | i
Cc1ccc(S(=O)(=O)Nc2ccc(NC(=O)Nc3cccc(C(F)(F)F)c3)cc2)cc1 | i | i | i | 31.0* | i | i | -3.8 | i | i | -14.6 | i
CC(=O)Nc1ccc(NC(=O)CN2CCCC(C)C2)c(Cl)c1 (stereo not given) | i | i | i | 6.8 | i | i | -7.0 | i | i | -6.9 | i
Cc1ccc(S(=O)(=O)N(C)C)cc1NC(=O)COC(=O)/C=C/c1cnc2ccccc2n1 | i | i | i | 4.8 | i | i | -0.4 | i | i | -2.2 | i
CC(=O)c1c(C)nn(C(C)CC(=O)O)c1C (stereo not given) | i | i | i | 2.3 | i | i | -4.0 | i | i | -1.2 | i
CCCNC(=S)Nc1ccc(Br)cc1 | i | i | i | 3.9 | i | i | -9.3 | i | i | 3.6 | i
C/C(=N\NC(=O)c1ccc2c(c1)OCO2)c1ccc(NC(=O)CCCC(=O)O)cc1 | i | i | i | -7.5 | i | i | -7.0 | i | i | -2.6 | i
COc1ccccc1C/C(N)=N/OC(=O)/C=C/c1ccccc1 | i | i | i | -2.6 | i | i | -0.3 | i | i | 2.3 | i
COc1ccc(C2C(C(=O)N3CCN(c4ccc(OC)cc4)CC3)c3ccccc3C(=O)N2C)cc1 (stereo not given) | i | i | i | -6.4 | i | i | -18.3 | i | i | 2.0 | i
O=C(CC1Sc2ccccc2NC1=O)Nc1ccccc1[N+](=O)[O-] (stereo not given) | i | i | i | -5.1 | i | i | -2.1 | i | i | -1.2 | i
Cc1cc2oc(C(=O)Nc3c(C)n(C)n(-c4ccccc4)c3=O)c(C)c2cc1C | i | i | i | 0.3 | i | i | -6.1 | i | i | -5.8 | i
c1ccc(CCNc2nc(-c3ccccn3)cs2)cc1 | i | i | i | -4.5 | i | i | -13.3 | i | i | 120.7* | i
Cc1cc(C)c(C#N)c(SCC(=O)c2cccs2)n1 | i | i | i | -7.9 | i | i | -15.1 | i | i | 16.7 | i
O=C(c1ccco1)N1CCCC(N2CCN(c3cccc(C(F)(F)F)c3)CC2)C1 (stereo not given) | i | i | i | 6.2 | i | i | -17.7 | i | i | -3.9 | i
O=C(N/N=C/c1ccc2c(c1)OCO2)c1ccc(NC(=O)c2ccccc2Cl)cc1 | i | i | i | 2.0 | i | i | -12.3 | i | i | 19.3 | i
CCCCCN1CC(=O)N2C(C)c3[nH]c4ccccc4c3C[C@H]2C1=O (stereo not given in full) | i | i | i | -0.7 | i | i | -10.3 | i | i | 1.9 | i
COc1ccc(C)cc1S(=O)(=O)N(CC(=O)Nc1cccc([N+](=O)[O-])c1)c1ccc(C)c(C)c1 | i | i | i | -6.6 | i | i | -7.7 | i | i | 1.4 | i
CC(=O)Nc1ccc(NC(=O)C(C)Oc2ccc(Cl)cc2Cl)cc1 (stereo not given) | i | i | i | 1.1 | i | i | -7.0 | i | i | -0.2 | i
NS(=O)(=O)c1ccc(N=C2C(=O)Nc3ccccc32)cc1 | i | i | i | 9.0 | i | i | -9.8 | i | i | -4.6 | i
CCOC(=O)/C(=N/O)C1=NC(C)(C)Cc2cc(C)c(C)cc21 | i | i | i | 5.9 | i | i | -14.4 | i | i | -1.6 | i
CCN(CC)CCCn1c2c(c(SCC(=O)Nc3ccc(C)c(F)c3)nc1=O)CCC2 | i | i | i | 1.6 | i | i | -9.4 | i | i | -1.1 | i
Cc1ccc([C@@H]2[C@@H]3C(=O)N(c4ccccc4)C(=O)[C@@H]3[C@]3(C)C(=O)N(CC4CC4)CC(=O)N23)o1 | i | i | i | -2.8 | i | i | -6.1 | i | i | 0.4 | i
O=C(O)CCCC(=O)NCCCc1ccccc1 | i | i | i | -0.3 | i | i | -4.0 | i | i | 3.0 | i
O=C(CNC(=O)c1ccccc1)N/N=C/c1cccs1 | i | i | i | -0.7 | i | i | -3.2 | i | i | -3.3 | i
COC(=O)c1cc(S(=O)(=O)Nc2cc(OC)cc(OC)c2)cn1C | i | i | i | 2.5 | i | i | -1.2 | i | i | -3.5 | i
CCCCCCC1CC(C)(/C(C)=N/NC(N)=O)OC1=O (stereo not given) | i | i | i | 6.6 | i | i | -9.7 | i | i | -16.7 | i
CCOc1cccc(OCCCOc2cccc3cccnc23)c1 | i | i | i | -5.3 | i | i | -12.7 | i | i | 5.6 | i
COc1ccc(S(=O)(=O)Nc2ccccc2OC)cc1C | i | i | i | 6.0 | i | i | -4.2 | i | i | -1.2 | i
CCCNC(=O)CN(c1ccccc1)S(=O)(=O)c1ccc(OC)c(OC)c1 | i | i | i | 6.7 | i | i | -3.9 | i | i | 13.0 | i
S=c1cnc2ccccc2[nH]1 | i | i | i | 15.8 | i | i | -4.1 | i | i | -2.6 | i
CCOc1ccc(N2CC(NS(=O)(=O)c3cccs3)CC2=O)cc1 (stereo not given) | i | i | i | -9.3 | i | i | -11.5 | i | i | 28.5 | i
COc1cc(NS(=O)(=O)c2cc(C)ccc2OC)c(OC)cc1Cl | i | i | i | 7.8 | i | i | -1.7 | i | i | -3.9 | i
Cc1ccccc1NC(=S)Nc1ccccn1 | i | i | i | 1.9 | i | i | -3.5 | i | i | -4.3 | i
COc1ccc(-c2c(C)nn3c(-c4ccccc4)cc(C)nc23)cc1 | i | i | i | -1.2 | i | i | -9.3 | i | i | -19.9 | i

Carrying on:
SMILES | TMEM16A inh | RGS4 pot | KCNQ1 pot | HDAC3 inh | ANO1 activ | RGS4 block | hERG rescue | KCNQ1 block | KCNK9 block | SKKanGAS inh | KCNK3 block
CCN(CC)S(=O)(=O)c1ccc(Cl)c(C(=O)NC(C)C(c2cccs2)N2CCCC2)c1 (stereo not given) | i | i | i | 4.7 | i | i | -12.1 | i | i | 6.3 | i
O=S(=O)(c1cccc(C(F)(F)F)c1)N1CCN(c2ccccc2)CC1 | i | i | i | -6.0 | i | i | -7.1 | i | i | -6.1 | i
Cc1c(/C(O)=C2/C(=O)C(=O)N(CCN(C)C)C2c2ccc(C(C)C)cc2)cnn1-c1ccccc1 (stereo not given) | i | i | i | 1.7 | i | i | -6.9 | i | i | 5.0 | i
CC(C)CC1(C)NC(=O)NC1=O (stereo not given) | i | i | i | 8.6 | i | i | -7.5 | i | i | -8.5 | i

Screening results (PubChem BioAssay)
